Assay outcomes (PubChem BioAssay)
UBC13 polyUb = inhibitors of human UBC13 polyubiquitin chain formation | TR-FRET | hit rate 0.47% among 330,000 | inhibition, % at 20 µM | P61088; in the data active = inhibition above about 45%, passing the limit was not always enough
Target sequence (P61088 whole entry, looked up): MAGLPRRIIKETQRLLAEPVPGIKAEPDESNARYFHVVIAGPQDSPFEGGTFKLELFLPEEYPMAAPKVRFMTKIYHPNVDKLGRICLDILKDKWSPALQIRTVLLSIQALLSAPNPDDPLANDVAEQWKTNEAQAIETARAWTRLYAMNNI
HKDC1 inhibitor = inhibitors of human hexokinase HKDC1 | Q2TB90 | recombinant HKDC1, G6PDH/diaphorase resazurin coupled fluorescence | inhibition, % at 20 µM | hit rate 0.16% among 340,000;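 active = inhibition above about 35% when tested at 20 µM, limit read from the data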;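 note: plate controls were DMSO wells with enzyme for no effect and DMSO wells lacking enzyme for full effect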
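Assay system: in-house recombinant HK5 (HKDC1) enzyme. Input: HKDC1 at 5 µg/mL. Medium: Tris pH 8.0 buffer with MgCl2, Tween-20, BSA, BME. Dosing: single 20 µM dose. Schedule: 90 min reaction incubation at room temperature, dark. Signal: resazurin-to-resorufin fluorescence via G6PDH and diaphorase coupling, 525/613 nm. Controls: DMSO-enzyme wells negative, buffer-substituted wells positive.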
697 NFkB inh = inhibitors of the PMA/ionomycin-induced NF-kB reporter in 697 B cells; 697 B-cell NF-kB luciferase reporter, 16 h; inhibition, % at 4 µM; hit rate 0.33% among 330,000; AID 435022; in the data active = inhibition above about 35%
Gli-Sufu block = antagonists of Gli-Sufu signaling. Sufu-KO-LIGHT fibroblasts, Gli luciferase reporter luminescence. inhibition, % at 5 µM. hit rate 0.74% among 340,000. AID 588413;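 active = inhibition above about 55%, limit read from the data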;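 note: 0% = DMSO-treated cells and 100% = wells with medium but no cells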
Jurkat NFkB inh = inhibitors of the PMA/ionomycin-induced NF-kB reporter in Jurkat cells; PMA/ionomycin-induced NF-kB luciferase reporter, luminescence; inhibition, % at 4 µM; hit rate 0.53% among 330,000; AID 435003
SENP8 inh = inhibitors of human SENP8 protease | purified SENP8, Z-RLRGG-aminoluciferin cleavage, luminescence | inhibition, % at 10 µM | hit rate 1.2% among 330,000 | AID 2540
Target sequence (Q96LD8 whole entry, looked up): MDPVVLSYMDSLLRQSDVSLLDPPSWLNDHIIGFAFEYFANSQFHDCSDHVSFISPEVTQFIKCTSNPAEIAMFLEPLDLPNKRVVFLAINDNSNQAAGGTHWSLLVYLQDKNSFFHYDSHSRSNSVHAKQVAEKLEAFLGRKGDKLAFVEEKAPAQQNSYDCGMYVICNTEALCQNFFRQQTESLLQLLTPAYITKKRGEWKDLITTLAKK
Apaf1 inhib = inhibitors of human Apaf-1 apoptosome; inhibition, % at 20 µM; hit rate 0.71% among 330,000; O14727; AID 489030; reconstituted apoptosome caspase-3 activity, DEVD-Rh110 fluorescence; active = inhibition of at least 40% at 20 µM;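 note: plate controls were DMSO wells for no effect and DEVD-CHO caspase inhibitor wells for full effect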
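Material: reconstituted apoptosome with Apaf-1, cytochrome c, caspase-9, procaspase-3, dATP; medium: pH 7.5 Hepes buffer with CHAPS, BSA, DTT; also added: cytochrome c and DEVD-Rh110 substrate; timing: 30 min plus 50 min, RT; signal: Rh110 fluorescence intensity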
SENP7 inh = inhibitors of human SENP7 protease; recombinant SENP7, Z-RLRGG-aminoluciferin luminescence, 40 min; AID 434973; Q9BQF6; hit rate 1.5% among 330,000; inhibition, % at 5 µM;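 active = inhibition above about 50% at the single test dose, limit read from the data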;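 note: plate controls were DMSO with enzyme for no effect and no enzyme buffer wells for full effect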
Target sequence (Q9BQF6 706-1050 limits assumed): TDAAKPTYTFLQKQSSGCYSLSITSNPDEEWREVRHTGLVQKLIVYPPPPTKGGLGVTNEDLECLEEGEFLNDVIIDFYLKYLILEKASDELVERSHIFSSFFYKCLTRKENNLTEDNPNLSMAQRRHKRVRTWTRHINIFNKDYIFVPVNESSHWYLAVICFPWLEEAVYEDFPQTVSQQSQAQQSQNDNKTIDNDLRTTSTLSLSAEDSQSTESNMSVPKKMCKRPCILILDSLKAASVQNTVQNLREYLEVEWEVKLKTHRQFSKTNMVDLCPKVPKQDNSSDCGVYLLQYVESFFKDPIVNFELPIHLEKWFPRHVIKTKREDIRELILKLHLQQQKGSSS
* marks the source's active call; other numbers are inactive results. Cut-off read from the data, not from the text of the source, unless noted: active = inhibition above about 50%; inactive = the rest.

Start of the listing, in advance, 5 compounds:
How did Cc1ccc(SCC(=O)Nc2cccc(C)c2)cc1 do in these assays?
UBC13 polyUb: 15; HKDC1 inhibitor: -1; 697 NFkB inh: 14; Gli-Sufu block: 2; Jurkat NFkB inh: 0; SENP8 inh: -6; Apaf1 inhib: 5; SENP7 inh: 0

How did O=C(/C=C/c1ccc2ccccc2n1)N1CCN(S(=O)(=O)c2ccc(F)cc2)CC1 do in these assays?
UBC13 polyUb: -5; HKDC1 inhibitor: 3; 697 NFkB inh: 10; Gli-Sufu block: 4; Jurkat NFkB inh: 4; SENP8 inh: 0; Apaf1 inhib: 0; SENP7 inh: 3

How did CCCOC1CCCN(C(=O)c2cc(COc3ccc(F)c(F)c3)on2)C1 (stereo not given) do in these assays?
UBC13 polyUb: -6; HKDC1 inhibitor: -1; 697 NFkB inh: -110; Gli-Sufu block: -11; Jurkat NFkB inh: -88; SENP8 inh: -7; Apaf1 inhib: 18; SENP7 inh: -11

What do the screens show for `CN(CC(=O)Nc1ccccc1Cl)C(=O)c1ccc(N2CCCCCC2)c([N+](=O)[O-])c1`?
UBC13 polyUb: -18; HKDC1 inhibitor: 3; 697 NFkB inh: -28; Gli-Sufu block: -21; Jurkat NFkB inh: -29; SENP8 inh: -1; Apaf1 inhib: 14; SENP7 inh: -7

What do the screens show for `CCCS(=O)(=O)N1CCCC(C(=O)Oc2ccc(C)c(C)c2)C1` (stereo not given)?
UBC13 polyUb: 20; HKDC1 inhibitor: 1; 697 NFkB inh: 3; Gli-Sufu block: 26; Jurkat NFkB inh: -3; SENP8 inh: 7; Apaf1 inhib: 12; SENP7 inh: -5

Results, previewed entries included:
How did Cc1ccc(SCC(=O)Nc2cccc(C)c2)cc1 do in these assays?
UBC13 polyUb: 15; HKDC1 inhibitor: -1; 697 NFkB inh: 14; Gli-Sufu block: 2; Jurkat NFkB inh: 0; SENP8 inh: -6; Apaf1 inhib: 5; SENP7 inh: 0

How did O=C(/C=C/c1ccc2ccccc2n1)N1CCN(S(=O)(=O)c2ccc(F)cc2)CC1 do in these assays?
UBC13 polyUb: -5; HKDC1 inhibitor: 3; 697 NFkB inh: 10; Gli-Sufu block: 4; Jurkat NFkB inh: 4; SENP8 inh: 0; Apaf1 inhib: 0; SENP7 inh: 3

How did CCCOC1CCCN(C(=O)c2cc(COc3ccc(F)c(F)c3)on2)C1 (stereo not given) do in these assays?
UBC13 polyUb: -6; HKDC1 inhibitor: -1; 697 NFkB inh: -110; Gli-Sufu block: -11; Jurkat NFkB inh: -88; SENP8 inh: -7; Apaf1 inhib: 18; SENP7 inh: -11

What do the screens show for `CN(CC(=O)Nc1ccccc1Cl)C(=O)c1ccc(N2CCCCCC2)c([N+](=O)[O-])c1`?
UBC13 polyUb: -18; HKDC1 inhibitor: 3; 697 NFkB inh: -28; Gli-Sufu block: -21; Jurkat NFkB inh: -29; SENP8 inh: -1; Apaf1 inhib: 14; SENP7 inh: -7

What do the screens show for `CCCS(=O)(=O)N1CCCC(C(=O)Oc2ccc(C)c(C)c2)C1` (stereo not given)?
UBC13 polyUb: 20; HKDC1 inhibitor: 1; 697 NFkB inh: 3; Gli-Sufu block: 26; Jurkat NFkB inh: -3; SENP8 inh: 7; Apaf1 inhib: 12; SENP7 inh: -5

Results for Cc1ccc(C)c(SCC(=O)Nc2nnc(-c3ccccc3)o2)c1 ?
UBC13 polyUb: -17; HKDC1 inhibitor: 1; 697 NFkB inh: -21; Gli-Sufu block: 0; Jurkat NFkB inh: -13; SENP8 inh: -6; Apaf1 inhib: 9; SENP7 inh: -8

Results for OC(COc1ccc(OCC(O)CN2CCCCCC2)cc1)CN1CCCCCC1 (stereo not given) ?
UBC13 polyUb: 4; HKDC1 inhibitor: -4; 697 NFkB inh: 4; Gli-Sufu block: 9; Jurkat NFkB inh: -24; SENP8 inh: 1; Apaf1 inhib: 6; SENP7 inh: 1

Results for CCN1C(=O)[C@@H]2[C@@H](c3ccc(-c4ccc5c(c4)OCO5)c(OC)c3)N3CCCC[C@@]3(C(=O)OC)[C@@H]2C1=O ?
UBC13 polyUb: -16; HKDC1 inhibitor: 5; 697 NFkB inh: 6; Gli-Sufu block: -11; Jurkat NFkB inh: 20; SENP8 inh: 9; Apaf1 inhib: 10; SENP7 inh: -10

What do the screens show for `COc1cc(C2C(C(=O)c3ccc(C)o3)=C(O)C(=O)N2c2cc(C)on2)cc(Br)c1O` (stereo not given)?
UBC13 polyUb: -8; HKDC1 inhibitor: 9; 697 NFkB inh: -3; Gli-Sufu block: 0; Jurkat NFkB inh: -2; SENP8 inh: -10; Apaf1 inhib: 13; SENP7 inh: -4

Results for C[C@]12C(=O)N(c3ccccc3)C(=O)N1[C@@H]1c3ccccc3OC[C@@H]1[C@H]2c1ccccc1 ?
UBC13 polyUb: -4; HKDC1 inhibitor: -2; 697 NFkB inh: 15; Gli-Sufu block: -2; Jurkat NFkB inh: -25; SENP8 inh: -18; Apaf1 inhib: 7; SENP7 inh: 14

Results for COc1ccc(S(=O)(=O)n2nc(OC(=O)c3c(-c4ccccc4Cl)noc3C)cc2N)cc1 ?
UBC13 polyUb: 6; HKDC1 inhibitor: 7; 697 NFkB inh: -1; Gli-Sufu block: -4; Jurkat NFkB inh: -9; SENP8 inh: 0; Apaf1 inhib: 5; SENP7 inh: 9

What do the screens show for `O=C(NC(=S)N1CCCCC1c1cccnc1)c1ccc(F)cc1` (stereo not given)?
UBC13 polyUb: 6; HKDC1 inhibitor: -6; 697 NFkB inh: -8; Gli-Sufu block: -9; Jurkat NFkB inh: 0; SENP8 inh: -3; Apaf1 inhib: -3; SENP7 inh: 3

What do the screens show for `COc1ccccc1NS(=O)(=O)c1cc(C(=O)NCC(c2ccco2)N(C)C)ccc1C` (stereo not given)?
UBC13 polyUb: -10; HKDC1 inhibitor: 0; 697 NFkB inh: 1; Gli-Sufu block: 8; Jurkat NFkB inh: -1; SENP8 inh: -6; Apaf1 inhib: -1; SENP7 inh: -10

What do the screens show for `COc1cc(NC(=O)Cc2c(C(=O)O)[nH]c3ccccc23)cc(OC)c1OC`?
UBC13 polyUb: -6; HKDC1 inhibitor: -9; 697 NFkB inh: -3; Gli-Sufu block: -1; Jurkat NFkB inh: -10; SENP8 inh: -4; Apaf1 inhib: -12; SENP7 inh: -2

Results for CC(C)CN(C(=O)CN1CCN(c2ccc([N+](=O)[O-])cc2)CC1)c1c(N)n(CC(C)C)c(=O)[nH]c1=O ?
UBC13 polyUb: -23; HKDC1 inhibitor: -5; 697 NFkB inh: -7; Gli-Sufu block: 19; Jurkat NFkB inh: -16; SENP8 inh: 2; Apaf1 inhib: 4; SENP7 inh: 12

How did N#Cc1c(N)n[nH]c1-c1cc2c([nH]1)CCCC2 do in these assays?
UBC13 polyUb: -3; HKDC1 inhibitor: 2; 697 NFkB inh: 13; Gli-Sufu block: -2; Jurkat NFkB inh: -12; SENP8 inh: -4; Apaf1 inhib: -4; SENP7 inh: 1

Results for OC(COc1ccc2cc(Br)ccc2c1)CN1CCOCC1 (stereo not given) ?
UBC13 polyUb: 14; HKDC1 inhibitor: -3; 697 NFkB inh: -2; Gli-Sufu block: -15; Jurkat NFkB inh: -17; SENP8 inh: -2; Apaf1 inhib: 1; SENP7 inh: -6

What do the screens show for `Cc1cc(C(=O)COC(=O)C2=NN(c3ccccc3)C(=O)CC2)c(C)n1CC(F)(F)F`?
UBC13 polyUb: 4; HKDC1 inhibitor: 15; 697 NFkB inh: 13; Gli-Sufu block: 6; Jurkat NFkB inh: 7; SENP8 inh: 0; Apaf1 inhib: -4; SENP7 inh: -4

What do the screens show for `Cc1ccc(C2C(C(=O)O)c3ccccc3C(=O)N2C)c(C)c1` (stereo not given)?
UBC13 polyUb: -15; HKDC1 inhibitor: -3; 697 NFkB inh: 12; Gli-Sufu block: -1; Jurkat NFkB inh: 9; SENP8 inh: -6; Apaf1 inhib: -15; SENP7 inh: -9

Results for CC1=C/C(=C\C=C(C#N)C#N)N(C)c2ccccc21 ?
UBC13 polyUb: -281; HKDC1 inhibitor: -3; 697 NFkB inh: -28; Gli-Sufu block: -13; Jurkat NFkB inh: 12; SENP8 inh: 4; Apaf1 inhib: -15; SENP7 inh: 3

Results for CCCc1cc(=O)[nH]c(SCC(=O)Nc2ccc(C)c(S(=O)(=O)N3CCCCC3)c2)n1 ?
UBC13 polyUb: -2; HKDC1 inhibitor: 6; 697 NFkB inh: 0; Gli-Sufu block: -4; Jurkat NFkB inh: 8; SENP8 inh: 6; Apaf1 inhib: 8; SENP7 inh: -4

How did COc1cc(CC(=O)N2CCN(S(=O)(=O)c3ccc(C)cc3)CC2)cc(OC)c1OC do in these assays?
UBC13 polyUb: 9; HKDC1 inhibitor: -1; 697 NFkB inh: 11; Gli-Sufu block: -1; Jurkat NFkB inh: -3; SENP8 inh: -5; Apaf1 inhib: -4; SENP7 inh: 0

How did Cc1noc(C)c1CSCC(=O)OCc1nnc(-c2ccc([N+](=O)[O-])cc2)o1 do in these assays?
UBC13 polyUb: -1; HKDC1 inhibitor: 6; 697 NFkB inh: 3; Gli-Sufu block: 11; Jurkat NFkB inh: 15; SENP8 inh: 7; Apaf1 inhib: -7; SENP7 inh: -8

Results for CC(C)=C(NC(=O)c1ccccc1)C(=O)N/N=C(\C)c1ccccc1O ?
UBC13 polyUb: -8; HKDC1 inhibitor: 7; 697 NFkB inh: -11; Gli-Sufu block: 0; Jurkat NFkB inh: -4; SENP8 inh: -5; Apaf1 inhib: 4; SENP7 inh: -3

What do the screens show for `O=C(N/N=C/c1ccccc1OCC(=O)N1CCCC1)C(=O)Nc1ccccc1F`?
UBC13 polyUb: -4; HKDC1 inhibitor: -10; 697 NFkB inh: -19; Gli-Sufu block: -15; Jurkat NFkB inh: 8; SENP8 inh: 34; Apaf1 inhib: -7; SENP7 inh: 61*

How did O=C(Cn1nnc(-c2ccccc2)n1)N/N=C/c1cccc([N+](=O)[O-])c1O do in these assays?
UBC13 polyUb: -65; HKDC1 inhibitor: -18; 697 NFkB inh: 12; Gli-Sufu block: 14; Jurkat NFkB inh: -5; SENP8 inh: 6; Apaf1 inhib: 11; SENP7 inh: 5

What do the screens show for `O=C(OCC(=O)c1ccc(Cl)cc1Cl)c1ccc2c(c1)C(=O)N(c1cccc3ncccc13)C2=O`?
UBC13 polyUb: -1; HKDC1 inhibitor: -4; 697 NFkB inh: 7; Gli-Sufu block: 0; Jurkat NFkB inh: 7; SENP8 inh: 0; Apaf1 inhib: 15; SENP7 inh: 3

How did Cc1ccc(SCC(=O)NC2CCS(=O)(=O)C2)cc1C (stereo not given) do in these assays?
UBC13 polyUb: 2; HKDC1 inhibitor: -7; 697 NFkB inh: 7; Gli-Sufu block: -1; Jurkat NFkB inh: -1; SENP8 inh: -6; Apaf1 inhib: 5; SENP7 inh: -7

What do the screens show for `COc1ccc(NC(=S)NCCCN2CCCC2)cc1`?
UBC13 polyUb: 2; HKDC1 inhibitor: -8; 697 NFkB inh: 29; Gli-Sufu block: 4; Jurkat NFkB inh: 3; SENP8 inh: 0; Apaf1 inhib: 1; SENP7 inh: 2

How did Cc1cc2nc(C3CCN(Cc4nnnn4Cc4ccccc4)CC3)[nH]c2cc1C do in these assays?
UBC13 polyUb: 3; HKDC1 inhibitor: -10; 697 NFkB inh: 33; Gli-Sufu block: 11; Jurkat NFkB inh: 28; SENP8 inh: -2; Apaf1 inhib: -14; SENP7 inh: -3

Results for O=C(Nc1nnc(C2=COCCO2)o1)c1ccc(Br)cc1 ?
UBC13 polyUb: -2; 697 NFkB inh: 10; Jurkat NFkB inh: 9; SENP8 inh: -10; Apaf1 inhib: -1; SENP7 inh: -1

Compounds as they come. Share with any hit: about 3.6%.
